# S3 lipid droplet = qHTS Assay for Lipid Storage Modulators in Drosophila S3 Cells; Drosophila S3 cells, BODIPY lipid droplet fluorescence, 18-24 h; cells fed with added oleic acid; hit rate 0.64% among 320,000; Potency in µM for hits, for the others lipid storage change, negative = inhibition, % at the top dose, mostly 46.1 µM; active means well fitted inhibition curve with a large enough effect in the signal ratio, with a control signal flat, not every such curve was filed as active; inconclusive means small, poorly fitted or top-dose-only effect, or effect the other way, or a change in a side signal; the % refers to the signal ratio
#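 Laser-scanning cytometry quantifies lipid droplet accumulation (500–530 nm total intensity; droplet/cell object ratio) in oleic acid-fed (400 uM added) Drosophila S3 cells treated with a concentration series. 20 uM Triacsin C defined 100% inhibition.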
# S3 lipid droplet cell count max = recorded beside S3 lipid droplet, whose call it bears; cell number change, %; measured here: cell count max response;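 cells counted by Cell Tracker Red CMTPX staining in the red channel; peak over a dose series mostly up to 46.1 µM; percent activity relative to internal control wells on each plate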
# Starred values were filed as active, the others as inactive; i = inactive; ? = inconclusive; nt = no result given; & = joins results of further samples; [ ] = another dose, or the depositor's remark. On the % scale 0 is the no-effect control and ±100 the full control effect; potency means the concentration at half of the fitted maximal effect. Only part of the results is shown; rates above refer to the full screens.
SMILES,S3 lipid droplet,S3 lipid droplet cell count max
O=C(c1cc(-c2cccnc2)nc2ccc(Cl)cc12)N1CCC2(CC1)OCCO2,i,nt
CCCCN1CCC(O)(c2ccccc2)C(C(=O)c2ccccc2)C1 (stereo unspecified),-1%,-20
CN1CCN(/N=C/c2c(O)n(Cc3ccc(F)cc3)c(=O)[nH]c2=O)CC1,-13%,nt
CC(=O)Nc1cc(C(=O)N2CCC3(CC2)OCCO3)ccc1S(=O)(=O)c1ccc(Cl)cc1,2%,-10
C=CCN1C(=O)NC(=O)/C(=C/c2cc3c4c(c2)CCCN4CCC3)C1=O,?,nt
CCC(C)n1c(O)c(/C=N/Nc2ccccc2)c(=O)[nH]c1=S (stereo unspecified),?,nt
Cc1ccc(N2C(=O)NC(=O)/C(=C\c3cc(C)n(-c4cc(C(=O)O)cc(C(=O)O)c4)c3C)C2=O)cc1,?,nt
CCCCP(=O)(O)c1ccccc1,-4%,-11
O=C(C1CC(=O)N(C2CCCCC2)C1)N1CCC2(CC1)OCCO2 (stereo unspecified),7%,18
Cc1cc(OCC(=O)NCC2CCC(C(=O)O)CC2)c2c3c(c(=O)oc2c1)CCC3 (stereo unspecified),i,11
O=c1c2ccccc2nc(CN2CCCCCC2)n1-c1ccc(F)cc1,i,nt
COc1c(C)cc(C(=O)C2CCCN(C3CCOCC3)C2)cc1C (stereo unspecified),11%,3
O=C1N=c2ccccc2=C/C1=C\c1c(O)[nH]c(=S)[nH]c1=O,-4%,-10
CCOC(=O)c1c(C)n(Cc2ccccc2)c2ccc(OCC(O)CN3C(=O)CNC3=O)cc12 (stereo unspecified),?,nt
OCC#CC[N+]1(CC#Cc2ccccc2)CCOCC1,-6%,-1
O=C(CN1CCCCC1)c1ccc2c(c1)OCO2,?,nt
NC(=O)Cn1c(=O)oc2ccccc21,?,nt
C=COCCn1c(C)c(C(C)=O)c2cc(O)ccc21,-5%[9.22 µM],13
CN1CCN(c2ccc(C(N)=O)cc2N)CC1,?,nt
COC(=O)C1=C(c2ccc(OC(F)(F)F)cc2)C[C@@H]2CC[C@H]1N2C(=O)NCCCOC(C)C,?,nt
CC(=NC(C)c1ccccc1)c1c(O)[nH]c(=O)[nH]c1=O (stereo unspecified),?,nt
COC(=O)C1=C(c2ccc(OC(F)(F)F)cc2)C[C@@H]2CC[C@H]1N2C(=O)NC(C)C,?,nt
COc1ccc(N2C(=O)NC(=O)/C(=C/c3cccc(OC(=O)c4cccs4)c3)C2=O)cc1Cl,17%,nt
O=C(COc1ccccc1)N1CCN(CCN2C(=O)c3cccc4cccc(c34)C2=O)CC1,6%,8
Cc1ccc(-n2c(C)cc(/C=C3/C(=O)NC(=O)N(Cc4ccco4)C3=O)c2C)cc1,2%,-11
c1ccc2sc(NC3=NCCN3)nc2c1,-3%,-11
CC1N(O)C2CCCCCC2N1O (stereo unspecified),?,nt
CC(C)c1ccc(O)c(CN2CCN(c3ccccc3)CC2)c1,9%,-17
O=C(CN1CCCCC1)c1ccc(F)cc1,?,nt
O=P(O)(CCc1ccccn1)CN1CCCCC1,?,nt
Cc1cc(C)cc(NC(=O)Oc2ccccc2N2CCCCC2)c1,?,nt
CNC(=O)NC(O)C(Cl)(Cl)Cl (stereo unspecified),7%,0
CN1C[C@H](CO)C=C2c3cccc4[nH]cc(c34)C[C@H]21,-9%,2
CC(C)COP(=O)(OCC(C)C)C(O)c1cccnc1 (stereo unspecified),0%,-4
CC(C)(C)c1ccc(CSc2cnn(C(C)(C)C)c(=O)c2Cl)cc1,?,nt
COc1ccc(CC(=O)Nc2ccc(C#N)c(Cl)c2)cc1S(=O)(=O)N1CCOCC1,i,2
O=C1NC(=O)C(=Cc2coc3ccccc3c2=O)C(=O)N1,3%,6
C=C1C(=O)O[C@@H]2C[C@@H](C)[C@@H]3C4OC4C(=O)[C@@]3(C)[C@@H](O)[C@H]12 (stereo partly specified),?,nt
Cc1ccc(N/N=C/c2c(O)n(-c3ccccc3)c(=O)[nH]c2=O)cc1,4%,-2
O=C(c1ccc(Cl)cc1)C1CCCN(Cc2cccc3cccnc23)C1 (stereo unspecified),i,8
COc1ccccc1/C=N/N=C(/N)N[N+](=O)[O-],?,nt
CCOC(=O)C1(CCOc2ccccc2)CCN(Cc2ccc(C)s2)CC1,?,nt
Cc1ccccc1C1=NCC(=O)N(CC(=O)N2CCCCC2)c2sc(C)c(C)c21,27%,nt
Cc1nn(C)c(C)c1/C=C1/CC2C3CC=C4CC(O)CCC4(C)C3CCC2(C)C1=O (stereo unspecified),7%,4
COc1ccc(CCNCc2ccc(C)s2)cc1OC,?,nt
COC(=O)C1=C(c2ccc(F)cc2OCc2ccccc2)C[C@@H]2CC[C@H]1N2C(=O)NCc1cccc(OC)c1,?,nt
C(#CCN1CCCCC1)COCc1ccccc1,12%,0
Cc1ccc2c(c1)C1CN(C)CCC1N2C(=O)c1cn(-c2ccccc2)nc1-c1ccccc1 (stereo unspecified),?,nt
CCOC(=O)c1c(NC(NC(=O)CF)C(Cl)(Cl)Cl)sc2c1CCCC2 (stereo unspecified),?,nt
CCOCCCNC(=O)C1c2cc(OC)c(OC)cc2C(=O)N2CCCCC12 (stereo unspecified),6%,12

# The list goes on.
SMILES,S3 lipid droplet,S3 lipid droplet cell count max
CCn1cc(C(=O)N2CCCCC2)c2ccccc21,21%,nt
Cc1ccccc1OCCn1c(=O)oc2ccccc21,?,nt
O=C(N/N=C/c1c(O)n(-c2ccccc2)c(=S)[nH]c1=O)c1ccccc1,?,nt
COc1ccccc1OCC(=O)Nc1ccc(Cl)cc1C(=O)c1ccccc1,i,nt
CSc1ccccc1C(=O)C1CCCN(Cc2ccn[nH]2)C1 (stereo unspecified),-1%,15
CC(C)CN(CC(C)C)c1ccc(C=C2C(=O)NC(=S)NC2=O)cc1[N+](=O)[O-],-14%,nt
O=C(O)c1[nH]c(=O)[nH]c(=O)c1F,13%,4
Cc1ccc(C(C)C)c(OCC(=O)N2CCN(CC(=O)N3CCOCC3)CC2)c1,?,nt
C/C(=N\N1CCN(C)CC1)c1c(O)[nH]c(=O)[nH]c1=O,-19%,5
CCCc1nnc(NC(=O)CCC(=O)N2CCN(CCOC(c3ccccc3)c3ccccc3)CC2)s1,5%,4
CCOP(=O)(c1ccc(N(C)C)cc1)C(O)c1ccc(Cl)cc1 (stereo unspecified),?,nt
O=C1CC(=O)N(c2ccccc2F)C(=O)N1,?,nt
COc1cc(NC(=O)CCS(=O)(=O)c2ccc3c(c2)oc(=O)n3C)cc(OC)c1,?,nt
CCN1CCN(c2cc(=O)n3ccccc3n2)CC1,?,nt
CC(=O)c1c(O)n(-c2cccc(Cl)c2)c(=O)[nH]c1=O (tested in a mixture with another compound),-17%,5
COc1cc2c(cc1OC)C13CCN4CC5=CCOC6CC(=O)N2C1C6C5CC43 (stereo unspecified) (tested in a mixture with another compound),14%,nt
Cc1cc(/C=C2/C(=O)NC(=O)N(Cc3ccco3)C2=O)c(C)n1-c1ccccc1O,-13%,0
C[C@]12CCC3C(CCC4=C/C(=N/OCC(=O)NC(CCC(N)=O)C(=O)O)CC[C@@]43C)C1CCC2O (stereo partly specified),?,nt
CCn1c(P(C)(=O)O)nc2ccccc21,0%,0
Cn1c(O)c(C(c2ccccn2)c2c(O)n(C)c(=S)n(C)c2=O)c(=O)n(C)c1=S,-4%,18
O=C(c1ccc2c(c1)OCO2)C1CCCN(Cc2c(F)cccc2Cl)C1 (stereo unspecified),0%,2
CCOc1ccccc1NC(=O)N1CCC2(CC1)OCCO2,-5%,-17
O=C(Cc1ccccc1)OCC(=O)c1ccccc1,?,nt
O=C(CCNC(=O)N1C[C@H]2C[C@@H](C1)c1cccc(=O)n1C2)Nc1cccc(Cl)c1,?,nt
COc1cccc(/C=C2\N=C(c3cncc(Br)c3)OC2=O)c1,5%,-2
CC(=NCCC1=CCCCC1)c1c(O)[nH]c(=O)[nH]c1=O,?,nt
CCC(C)N1C(=O)NC(=O)C2(Cc3cc(C)ccc3N(C)C2)C1=O (stereo unspecified),?,nt
COc1ccc(CN2CCN(Cc3ccccc3F)CC2)cc1,-6%,13
Cc1ccc(C2CC3CCC(C2)N3Cc2ccccc2F)cc1 (stereo unspecified),?,nt
CCCCn1c(=O)c(C(=O)Nc2ccsc2C(=O)OC)c(O)c2ccccc21,27%,10
Cc1c(CC(=O)N2C[C@H]3C[C@@H](C2)c2cccc(=O)n2C3)c(=O)oc2cc(O)c(Cl)cc12,12%,15
CCC(C)N1C(=O)/C(=C\c2cc3c4c(c2)CCCN4CCC3)C(=O)NC1=S (stereo unspecified),-5%,14
CC(C)(C)c1ccc(OC(=O)N2CCCCC2)cc1,-15%,-30
CCN(CC)c1ccc(CN2CC=C(c3ccc(F)cc3)CC2)cc1,?,nt
Cc1cccc(-n2c(O)c(/C=N/NC(=O)c3ccncc3)c(=O)[nH]c2=O)c1,?,nt
Cc1ccc2nc(-c3ccncc3)cc(C(=O)N3CCC4(CC3)OCCO4)c2c1,i,nt
Cc1ccccc1-[n+]1c(-c2ccccc2)cc(-c2ccccc2)cc1-c1ccccc1,23µM*,nt
Fc1c(F)c(F)c(N2CCNCC2)c(F)c1F,?,nt
NCCc1ccc(S(=O)(=O)F)cc1,-4%,-1
COc1ccc(CN2CCNCC2)c(OC)c1OC,1%&0%,1

# Laid out differently: entries from further up.
smiles | S3 lipid droplet | S3 lipid droplet cell count max
CCN(CC)c1ccc(CN2CC=C(c3ccc(F)cc3)CC2)cc1 | ? | nt
Cc1cccc(-n2c(O)c(/C=N/NC(=O)c3ccncc3)c(=O)[nH]c2=O)c1 | ? | nt

# Other entries:
SMILES,S3 lipid droplet,S3 lipid droplet cell count max
CCCCOc1ccc(CN2CCN(CCO)CC2)cc1,?,nt
CC(Cc1ccccc1)N1C(=O)c2ccccc2C1=O (stereo unspecified),?,nt
Clc1cc(Cl)c(-c2cc(Cl)c(Cl)cc2Cl)cc1Cl,?,nt
C[C@]12CC[C@H](O)C[C@@H]1CC[C@@H]1[C@@H]2CC[C@]2(C)[C@@H](C(=O)O)C[C@@H]12,?,nt
CCCCn1c(O)c(C(C)=NC(Cc2c[nH]c3ccccc23)C(=O)OC)c(=O)[nH]c1=O (stereo unspecified),i,nt
O=c1[nH]c(=O)n(CCC2=CCCCC2)c(O)c1C=NCCN1CCNCC1,?,nt
COC(=O)C1=C(c2ccc(F)cc2OCc2ccccc2)C[C@@H]2CC[C@H]1N2C(=O)NC1CCCCC1,?,nt
COC(=O)C1=C(c2ccc(-c3ccccc3)c(F)c2)C[C@@H]2CC[C@H]1N2C(=O)NCC1CC1,4%,-13
CCCCn1c(C)c(C(=O)O)c2cc(OC)c3ccccc3c21,?,nt
CC(C)(C)c1ccc(O)c(CN2CCN(c3ccccc3)CC2)c1,i,-23

# Among those listed so far, 2 have a CF3 group:
SMILES,S3 lipid droplet,S3 lipid droplet cell count max
COC(=O)C1=C(c2ccc(OC(F)(F)F)cc2)C[C@@H]2CC[C@H]1N2C(=O)NCCCOC(C)C,?,nt
COC(=O)C1=C(c2ccc(OC(F)(F)F)cc2)C[C@@H]2CC[C@H]1N2C(=O)NC(C)C,?,nt

# Next part
SMILES,S3 lipid droplet,S3 lipid droplet cell count max
COC(=O)C1(C(=O)O)Cc2cc([N+](=O)[O-])ccc2N2CCCC21 (stereo unspecified),-1%,11
COC(=O)CSC1=NP(=S)(SCC(=O)OC)N2CCCC2=C1C#N (stereo unspecified),13%,nt
CCc1ccc(OCC(=O)N2CCN(Cc3ccc4c(c3)OCO4)CC2)cc1,?,nt
COC(=O)C1=C(c2cccc(C#N)c2)C[C@@H]2CC[C@H]1N2C(=O)NCCOc1ccccc1,?,nt
O=C(NCCCn1ccnc1)C(Cl)(Cl)Cl,?,nt
S=C(NCCc1ccccc1)NCCc1cnc[nH]1,25%,10
COc1ccc(C)cc1NC1=NCCCS1,?,nt
CN1C(=O)N(C)C(=O)C2(Cc3cc(NC(=O)c4ccc(F)cc4)ccc3N3CCCC32)C1=O (stereo unspecified),?,nt
CCCC(C)C1(CC)C(=O)NC(=Nc2ccccc2OC)NC1=O (stereo unspecified),i,-10
O=C(C1CCC(=O)N1Cc1ccc(F)cc1)N1CCC2(CC1)OCCO2 (stereo unspecified),?,nt

# Structures shown so far containing a tert-butyl group, in the order listed:
SMILES,S3 lipid droplet,S3 lipid droplet cell count max
CC(C)(C)c1ccc(CSc2cnn(C(C)(C)C)c(=O)c2Cl)cc1,?,nt
CC(C)(C)c1ccc(OC(=O)N2CCCCC2)cc1,-15%,-30
CC(C)(C)c1ccc(O)c(CN2CCN(c3ccccc3)CC2)c1,i,-23

# The list goes on:
SMILES,S3 lipid droplet,S3 lipid droplet cell count max
CN1CCN(c2nc3ccccn3c(=O)c2C=C2C(=O)N(C)C(=O)N(C)C2=O)CC1,10%,-3
O=C1NC(=O)N(CCC2=CCCCC2)C(=O)/C1=C\c1cccs1,?,nt
O=[N+]([O-])c1ccc(NC2CCCC2)c2ccncc12,?,nt
CC(=NCC1CCCO1)c1c(O)n(C)c(=O)n(C)c1=O (stereo unspecified),?,nt
Cc1nn(Cc2ccccc2)c(C)c1C(=O)NC1CCCc2ccccc21 (stereo unspecified),-5%,-14
N#Cc1ccc(/C=C/C(=O)O)cc1,-7%,11
C=CCN(C1CCCCC1)S(=O)(=O)c1ccc2c(c1)oc(=O)n2C,?,nt
CN(C)C(=O)Oc1cccc(NC(=O)c2ccccc2C(F)(F)F)c1,-15%,0
CC12CN3CN(C1)CC(c1ccccc1)(C3)C2=O,-2%,1
COc1ccc(CNCCc2c[nH]c3ccccc23)c(OC)c1OC,17%,20
Cc1cccc(OCCn2cccc2/C=C2/C(=O)NC(=O)N(Cc3ccco3)C2=O)c1,0%,-1

# Screening results deposited in PubChem by National Center for Advancing Translational Sciences (NCATS).
